Screening data: PubChem BioAssay, National Center for Advancing Translational Sciences (NCATS)
LDHA inh: inhibitors of human lactate dehydrogenase A; purified LDHA, NADH/diaphorase-resazurin fluorescence; stronger effect = lower value; hit rate 0.15% among 480,000; AID 1347041; P00338; activity change, % (values are at about 110 or 230 µM); in the data active means activity change below about -30%; inconclusive means mostly about -25% to -30%;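 further: plate controls were DMSO wells for no effect and wells without enzyme for full effect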
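LDH5 2 nM; NADH 0.06 mM, pyruvate 0.2 mM; 200 mM Tris pH 7.4, EDTA, Tween-20; 5 min RT. Detection: diaphorase 0.133 mg/mL + resazurin 37 µM, fluorescence ex540/em590 at 0 and 20 min; normalized to enzyme-free and DMSO wells.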
Vif-APOBEC3F blk: Vif-A3F binding inhibition | hit rate 0.2% among 390,000 | HeLa A3F-eYFP + Vif (tagged APOBEC3F with the HIV-1 protein that degrades it), YFP fluorescence increase | Potency, µM (titrated, usually from 46.1 µM), without a hit: at the top dose activity, negative = active; further: potency means the concentration at half of the fitted maximal effect; % of control where 0% means no effect; nearly all actives have a fitted effect of over 65% in size
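Fluorescence increase (Ex 488/Em 500-530) after overnight compound treatment at 37 deg C flags inhibition of Vif-driven A3F-eYFP loss in stable HeLa A3F-eYFP/Vif cells seeded overnight beforehand.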
ERG-DNA inh: blocks human ERG Ets domain binding to DNA. fluorescence polarization, His-ERG Ets domain / labelled DNA. Potency, µM (series often up to 76.9 µM), inactives show top-dose FP activity, negative = inhibition, usual class: inhibitors. hit rate 0.028% among 370,000. P11308. AID 624246; active means well fitted inhibition curve with a large enough effect in the polarisation, with a control signal flat; inconclusive means small, poorly fitted or top-dose-only effect, or effect the other way, or a change in a side signal; inactive means no such curve, though single readings can be large or run the other way; the % refers to the polarisation;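 further: polarization taken with two DNA probes labelled with fluorescein and Texas red; potency means the concentration at half of the fitted maximal effect; % of control where 0% means no effect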
Target sequence (P11308 whole entry, looked up, the tested form may be a part): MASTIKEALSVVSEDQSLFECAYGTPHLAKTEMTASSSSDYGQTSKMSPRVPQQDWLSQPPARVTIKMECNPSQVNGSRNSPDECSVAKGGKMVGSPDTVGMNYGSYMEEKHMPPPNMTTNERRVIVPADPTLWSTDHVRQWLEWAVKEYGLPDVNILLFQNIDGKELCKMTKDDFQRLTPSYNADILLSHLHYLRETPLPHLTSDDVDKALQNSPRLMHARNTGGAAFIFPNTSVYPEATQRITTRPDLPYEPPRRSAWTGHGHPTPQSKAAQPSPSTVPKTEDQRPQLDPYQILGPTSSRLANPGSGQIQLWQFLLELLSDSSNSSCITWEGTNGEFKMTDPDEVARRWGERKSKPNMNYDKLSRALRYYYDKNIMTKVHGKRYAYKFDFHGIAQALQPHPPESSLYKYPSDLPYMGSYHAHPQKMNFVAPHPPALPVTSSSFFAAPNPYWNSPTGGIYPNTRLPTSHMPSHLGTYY
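His-tagged ERG Ets domain (1 uM in the protein solution; 300mM KCl, 50mM Tris-HCl, 1mM EDTA, 1mM DTT, pH 7.5) received compound, then a probe mix of 5 nM fluorescein-DNA and 100nM Texas-615-DNA. Fluorescence polarization was read for both dyes.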
D2 antagonist: antagonizes the human D2 dopamine receptor. hit rate 2% among 340,000. inhibition, % at 10 µM. HEK293 TREx D2 cells, calcium flux, dopamine EC80; in the data active means inhibition above about 30%; further: 0% is about no effect
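Tetracycline-induced HEK293 T-REx cells expressing D2 force-coupled to calcium signalling were dye-loaded, exposed to compound for 180 s, then challenged with an EC80 of dopamine; calcium flux was followed kinetically for a further 180 s.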
GRP78 ERSR act: induces the endoplasmic reticulum stress response in human glioma cells. U87-MG GRP78 promoter luciferase reporter, 16 h. Potency, µM, without a hit: at the highest dose activation, most hits filed as activators. hit rate 0.02% among 420,000. AID 602332; further: potency means the concentration at half of the fitted maximal effect; series mostly up to about 76 µM; % of control where 0% means no effect; nearly all actives have a fitted effect of over 35% in size
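Stably transfected U87-MG glioma cells carrying a GRP78-based luciferase sensor; 16 h compound incubation. Luminescence end-point read 10 min after Bright-Glo addition at room temperature.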
Vif-A3G inh: inhibitors of Vif-APOBEC3G interaction; AID 602310; hit rate 0.076% among 410,000; Q9HC16; Potency, µM (doses to about 46.1 µM), for the others: at the top dose activity, negative = active, hits mostly inhibitors; HeLa A3G-eYFP + Vif (tagged APOBEC3G with the HIV-1 protein that degrades it), YFP fluorescence, overnight;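 further: potency means the concentration at half of the fitted maximal effect; on the % scale 0 is the no-effect control and ±100 the full control effect; nearly all actives have a fitted effect of over 60% in size; hits raise eYFP signal because A3G escapes Vif-driven loss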
Target sequence (Q9HC16 whole entry, looked up): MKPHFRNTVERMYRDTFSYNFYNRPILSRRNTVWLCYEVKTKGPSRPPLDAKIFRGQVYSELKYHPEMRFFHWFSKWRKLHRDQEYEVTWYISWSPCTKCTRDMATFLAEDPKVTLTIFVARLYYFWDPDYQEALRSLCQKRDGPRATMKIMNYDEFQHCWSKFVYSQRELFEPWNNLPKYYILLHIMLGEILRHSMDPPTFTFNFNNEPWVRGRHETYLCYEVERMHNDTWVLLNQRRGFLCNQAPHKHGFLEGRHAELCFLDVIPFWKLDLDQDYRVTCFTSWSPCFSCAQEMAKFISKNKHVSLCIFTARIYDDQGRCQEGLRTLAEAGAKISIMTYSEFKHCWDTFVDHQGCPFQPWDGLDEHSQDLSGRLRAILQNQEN
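Read-out is eYFP fluorescence (Ex 488/Em 500-530) from Vif-expressing HeLa A3G-eYFP cells; more signal means A3G escaped Vif-mediated degradation. Cells plated overnight, compound pinned in, incubated overnight at 37 deg C.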
D2 agonist: D2 dopamine receptor (human) agonism; AID 485358; HEK293 T-REx D2 cells, calcium flux agonist mode; activation, % at 2 µM; hit rate 0.53% among 340,000; P14416;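 active means activation over 3 SD above normal in the single-dose calcium agonist read, cut at about 30% in these data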; further: 0% is about no effect
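HEK293 Trex D2 cells, tetracycline-induced, o/n 30 C 5% CO2; no-wash Ca dye, RT 30–90 min; 10-cycle baseline, 23 nl cpd added, kinetic Ca read 180 s; agonist hits = positive Ca response.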
ALOX12 inh: inhibitors of human 12S-lipoxygenase ALOX12; Potency, µM (series often up to 108 µM), for inactives: top-dose activity change, negative = inhibition, most hits filed as inhibitors; AID 1671190; hit rate 1.1% among 580,000; P18054; purified 12hLO, xylenol orange hydroperoxide absorbance; further: potency means the concentration at half of the fitted maximal effect; on the % scale 0 is the no-effect control and ±100 the full control effect
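Purified human 12hLO (150 nM final) in 25 mM Hepes, 0.01% Triton X-100, pH 7.0 was preincubated 15 min at room temperature with compound. Then 40 uM arachidonic acid was added, 30 min. Hydroperoxide was read by Fe-XO absorbance ratio 573/405 nm.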
RGS4 inh: inhibitors of human regulator of G protein signaling 4; Potency, µM (doses to about 114 µM), for inactives: at the top dose activity change, negative = inhibition, usual class: inhibitors; AID 504845; P49798; hit rate 0.039% among 390,000; Transcreener GDP fluorescence polarization, RGS4-accelerated GTP hydrolysis; further: potency means the concentration at half of the fitted maximal effect; on the % scale 0 is the no-effect control and ±100 the full control effect; nearly all actives have a fitted effect of over 75% in size; some results filed as inactive show a strong effect at the top dose
Target sequence (P49798 whole entry, looked up): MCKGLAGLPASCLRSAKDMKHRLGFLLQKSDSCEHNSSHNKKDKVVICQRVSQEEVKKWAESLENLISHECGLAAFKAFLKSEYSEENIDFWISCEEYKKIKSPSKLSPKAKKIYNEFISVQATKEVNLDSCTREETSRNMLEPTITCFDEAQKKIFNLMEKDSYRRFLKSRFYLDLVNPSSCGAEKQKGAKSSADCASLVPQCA
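MLSMR compounds (23 nl, pin-transferred) preincubated 10 min at room temperature with a 500nM (2x) first reagent, then RGS4 at 900nM (2x) plus Transcreener GDP mix added; fluorescence polarization (620/688 nm) read before and after 90 min at 30 °C.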
* = called active by the depositor; ? = inconclusive; nt = not tested or not shown; [ ] = another dose, or the depositor's remark. Unless noted, the call rests on the fitted dose curve; in most records, active means well fitted curve in the direction sought with a large enough effect; inconclusive means small, poorly fitted or top-dose-only effect, or another doubt; inactive means no such curve, though single readings can be large; an effect the other way counts as inactive or inconclusive. These rows are one share of the data. The share of hits here may be higher or lower than overall.

SMILES	LDHA inh	Vif-APOBEC3F blk	ERG-DNA inh	D2 antagonist	GRP78 ERSR act	Vif-A3G inh	D2 agonist	ALOX12 inh	RGS4 inh
Cc1nc2ccccn2c1/C(O)=C1\C(=O)C(=O)N(CCN(C)C)C1c1cccnc1 (stereo not given)	6	2%	0%	0	-2%	1%	1.5	?	-9%
S=C(NCc1ccco1)Nc1cccc(Cl)c1Cl	-10	16%	-6%	17	1%	-1%	-0.5	?	-6%
C/C(=N\NC(=O)c1cc(Br)ccc1O)c1ccccn1	-2	1%	-3%	4	20%	6%	3.0	41%[activator]	1%
Fc1ccc(C(NCCc2ccc(Cl)cc2)c2nnc(-c3ccccc3)o2)c(Cl)c1 (stereo not given)	5	-2%	-7%	nt	-3%	3%	-0.4	-13%	-18%
NNC(=O)c1cc2cc(OC(F)(F)F)ccc2[nH]1	-1	-12%	-8%	nt	-2%	2%	nt	1%	-25%
CCc1cccc(-n2nnc(-c3nsc(NC(=O)c4ccc(C)cc4)n3)c2C)c1	0	2%	0%	nt	-3%	-4%	nt	-21%	-2%
CCOC(=O)NC(=O)CSc1ccc(S(=O)(=O)N2CCCCC2)cn1	2	-12%	19%	nt	5%	2%	nt	-4%	-21%
O=C(OCc1nc2ccccc2s1)C1CCN(S(=O)(=O)c2cccs2)CC1	-1	-1%	5%	11	2%	1%	0.3	0%[57.4 µM]	-4%
Cc1ccc(NC(=O)COC(=O)CN2CCSC2=O)cc1F	-4	-7%	nt	nt	2%	-7%	nt	-11%	nt
COCCNC(=O)/C(C#N)=C/c1c(N2CCN(c3ccccc3)CC2)nc2c(C)cccn2c1=O	-5	-3%	9%	-10	2%	-9%	0.0	0%	-2%[56.9 µM]
Cc1ccc(C(=O)/C=C2\NCCNC2=O)cc1	-1	1%	12%	-19	-11%	-9%	-0.2	?	-24%
CCOc1ccc(CCNC(=O)c2ccc(-c3nc(CSc4ccc(C)cc4)c(C)o3)cc2)cc1	-6	1%	0%	nt	2%	2%	0.3	1%	5%
CCOc1ccc(Br)cc1C1NC(=O)c2c(sc3c2CCN(C)C3)N1 (stereo not given)	-3	1%	3%	nt	1%	-6%	-0.3	11%	-9%
CCc1cc2c(=O)n(Cc3ccco3)c(SCC(=O)NCC3CCCO3)nc2s1 (stereo not given)	-10	4%	-7%	-23	-2%	2%	-2.7	-17%	-13%
Cc1ccc(-c2nc(S(=O)(=O)c3ccccc3)c(SCC(=O)NCC3CCCO3)o2)cc1 (stereo not given)	-7	8%	-2%	-11	-1%	0%	-2.2	?	-10%
Cn1cc(/C=N/n2cnc3scc(-c4ccc(Cl)cc4)c3c2=O)c2ccccc21	-3	-1%	-10%	24	-7%	-53%	-0.2	0%	6%
CCCC(=O)N1CC(=O)Nc2ccc(Cl)cc2C1c1ccc(F)cc1 (stereo not given)	-1	0%	-3%	nt	-4%	-2%	-0.2	?	24%
O=C(CSc1nnc(-c2cccnc2)n1-c1ccccc1)Nc1ccccc1	1	-6%	nt	-11	-1%	2%	0.0	17%	-2%
Cc1noc(C)c1C(=O)Nc1nc(-c2ccc([N+](=O)[O-])cc2)cs1	-3	-6%	-6%	0	-7%	-1%	-0.1	0%	-15%
CC(C)(C)c1cc(C(=O)NN)n(Cc2ccc(F)cc2)n1	-2	1%	-10%	-38	0%	0%	-0.2	1%	5%
Cc1ccc(C)c(N(C)C(=O)CCS(=O)(=O)c2cccc3nonc23)c1	-4	-29%	3%	19	-2%	-2%	0.7	-9%	4%
COCCn1c(Sc2ccc(C)cc2)nc2c1c(=O)[nH]c(=O)n2C	0	nt	8%	4	-6%	1%	-2.9	?	-6%
Cc1cc(C(=O)COc2cccc3cccnc23)c(C)n1C	13	2%	-14%	4	3%	1%	-1.3	0%	5%[11.4 µM]
CC(C)C(NC(=O)CCNC(=O)c1ccc(C(C)(C)C)cc1)c1nc2ccccc2[nH]1 (stereo not given)	2	?	?	-13	-3%	-1%	-0.3	43%[activator]	-31%
COc1ccc(NC(=O)CN(C)C(=O)c2ccc(C)s2)cc1	-1	-6%	7%	7	4%	-2%	1.0	2%	27%
N#Cc1ccc(C(=O)NCC(c2ccco2)N2CCCCC2)cc1 (stereo not given)	-3	0%	-3%	-24	-6%	-1%	0.4	417%[activator]	22%
Nc1nc(Nc2ccccc2)nc(NC2CCCCC2)c1[N+](=O)[O-]	-4	0%	3%	4	-18%	-19%	0.3	-2%	1%
Cc1cc(C)cc(C(=O)NCC(=O)OCc2nc(N)nc(Nc3ccccc3C)n2)c1	-1	0%	5%	-20	-1%	0%	0.5	6%	-24%
CCC(=O)Nc1ccc(NC(=O)c2ccccc2)nc1	1	-2%	7%	32*	-11%	5%	-0.2	2%	-33%
CN1C(=O)CON=C1c1cccc2ccccc12	-3	nt	nt	nt	1%	1%	nt	26%	nt
CCOc1ccc(OCCCC(=O)Nc2nc3ccccc3[nH]2)cc1	-5	13%	-14%	1	-4%	3%	0.5	1%	-15%
N#Cc1ccccc1NC(=O)CNc1ccccc1N1CCCCC1	0	-5%	-4%	8	-1%	1%	0.9	0%	-12%
COc1ccc(C(=O)Nc2cnccn2)cc1[N+](=O)[O-]	-7	0%	-1%	2	3%	3%	0.9	-3%	-8%
Cc1cccc(CSc2nnc([C@@H]3CCCN3)o2)c1	-3	-5%	-1%	-19	-5%	-1%	-2.5	84%[activator]	3%
Cc1ccc(-c2nnc(OCc3nc4ccccc4n3C)c3ccccc23)cc1	-9	-7%	-12%	nt	-3%	-3%	nt	1%	-5%
Cc1cccnc1NC(=O)C1CC(=O)N(c2ccc3c(c2)OCCO3)C1 (stereo not given)	-9	6%	1%	14	-4%	1%	0.6	-5%	-8%
CN1[C@@H](COCc2ccccc2)C=CS1(=O)=O	-3	nt	nt	nt	-6%	-1%	nt	3%	nt
Cc1ccc(S(=O)(=O)NC(C(=O)N2CCOCCOCCOCC2)C(C)C)cc1 (stereo not given)	-7	9%	3%	nt	-4%	-1%	nt	-12%	-1%
COc1ccc(N2CCN(C(=O)COC(=O)CNC(=O)c3cccc(OC(F)F)c3)CC2)cc1	2	0%	3%	10	-7%	1%	1.7	3%	-12%
CCN1CCN(c2ccc(NC(=O)CC3OC(=O)c4ccccc43)cc2C)CC1 (stereo not given)	-2	-9%	nt	nt	4%	3%	nt	-7%	nt
CN(C[C@@H](Cc1cccc2ccccc12)N(C[C@H](Cc1ccccc1)N(CCc1ccccc1)N=O)N=O)N=O	5	-26%	15%	-3	-5%	1%	0.2	2%	-10%
Cc1cccc(OCCNS(=O)(=O)c2ccc(Cl)cc2)c1	-1	-6%	-1%	1	1%	-5%	0.2	25%	1%
Cc1ccc(N2C(=O)c3ccc(C(=O)NCCN4CCOCC4)cc3C2=O)cc1	-7	2%	-3%	-4	-3%	0%	-1.1	27%	12%
CC(C)NC(=O)Nc1cccc2c1O[C@H](CN(C)S(=O)(=O)c1ccc(F)cc1)[C@@H](C)CN([C@H](C)CO)C2=O	-7	11%	-3%	nt	-1%	2%	nt	-8%	?
N#CC(=C=[N-])/C=C(\C(=O)c1ccccc1)[n+]1ccccc1	-5	?	-28%	nt	-2%	1%	nt	415%[activator]	17%
COc1ccc(/C(C)=N\n2cnnc2)cc1	-3	-5%	0%	nt	-2%	2%	nt	55%[activator]	-16%
COC(=O)[C@@H]1[C@@H](C)N(Cc2ccccc2)C(=O)N[C@H]1c1cccc(C(F)(F)F)c1	0	-4%	5%	-19	5%	1%	0.7	-26%	-1%
O=S(=O)(Nc1ncccn1)c1ccc(NC(=S)Nc2ccccc2Cl)cc1	-1	4%	-4%	-14	-1%	0%	-1.2	0%	-12%
CC(C)CN(C(=O)CCCSc1nc2ccccc2[nH]1)c1c(N)n(Cc2ccccc2)c(=O)[nH]c1=O	-3	?	-10%	nt	0%	-1%	nt	-10%	4%
CC(=O)CC1OC(=O)C(Br)=C1NCc1ccccc1 (stereo not given)	8	?	nt	1	-11%	-21%	0.1	-25%	?
COCc1[nH][nH]c(=O)c1C=Nc1ccc(F)cc1F	6	-4%	-8%	nt	0%	1%	nt	13µM*	-14%
COCCCNC(=O)CSc1nc2ccccc2c(=O)n1CCC(=O)NCCc1ccc(OC)c(OC)c1	1	18%	10%	5	-4%	-9%	-0.5	-1%	2%
O=C(Nc1ccc2c(c1)OC1(CCCC1)O2)C1CC1	5	-2%	nt	-3	3%	-4%	-0.1	10%	-11%
CCOC(=O)Cc1ccc(NC(=O)Nc2nnc(N3CCCCC3C)s2)cc1 (stereo not given)	0	-6%	5%	nt	1%	0%	nt	6%	12%
Cc1cc(S(=O)(=O)N2CCCC2)ccc1OCC(=O)NCc1ccco1	-7	-1%	nt	-7	-3%	-3%	0.0	-11%	-7%
Cn1nnnc1SCC(=O)Nc1cc(C(=O)O)cc(C(=O)O)c1	-6	1%	-11%	-1	0%	0%	0.1	-22%	-9%
CCOc1cc(NCc2ccccc2)c2ncn(C(C)C)c2c1	16	5%	-4%	nt	-2%	0%	nt	-13%	-14%
O=C(Cc1ccccc1)Nc1sc2c(c1C(=O)Nc1cccc(Cl)c1)CCCCC2	1	5%	-4%	nt	-2%	-3%	-0.7	-6%	-13%
